From PubChem
TAAR1 antag = human TAAR1 antagonism | Q96RJ0 | CHO RD-HGA16 TAAR1, Fluo-8 calcium fluorescence, antagonist | inhibition, % at 3 µM | 360,000 compounds, 1.5% hits;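 active = inhibition above a per-plate cutoff, the mean inhibition of test compounds on that plate plus 3 SD, cut at about 49% in these data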;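 note: 0% = DMSO plus EC80 beta-PEA response and 100% = DMSO alone without agonist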
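Test system: CHO RD-HGA16 cells bearing hTAAR1 | Reagent: β-PEA, EC80 | Compound dosing: 3 µM, single point | Schedule: Dye loading 75 min at 37 °C, then 30 min room temperature | Signal: Calcium fluorescence with Fluo-8 | Evaluation: Percent inhibition of PEA-evoked calcium signal, max/basal emission ratio | Control set: DMSO-only wells and EC80 β-PEA-stimulated wells | Repeats: Singlicate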
OXTR agonist = agonists of human oxytocin receptor. AID 2435. activation, % at 3 µM. P30559. 320,000 compounds, 0.32% hits. CHO-OTR cells, Fluo-8 calcium fluorescence; normalized: DMSO 0%, oxytocin 100%;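 active = activation above the mean of all tested compounds plus 3 SD, cutoff set per screening run, cut at about 20% in these data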;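 note: peak over basal fluorescence ratio from a 100 s FLIPR kinetic read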
Target sequence (P30559 whole entry, looked up): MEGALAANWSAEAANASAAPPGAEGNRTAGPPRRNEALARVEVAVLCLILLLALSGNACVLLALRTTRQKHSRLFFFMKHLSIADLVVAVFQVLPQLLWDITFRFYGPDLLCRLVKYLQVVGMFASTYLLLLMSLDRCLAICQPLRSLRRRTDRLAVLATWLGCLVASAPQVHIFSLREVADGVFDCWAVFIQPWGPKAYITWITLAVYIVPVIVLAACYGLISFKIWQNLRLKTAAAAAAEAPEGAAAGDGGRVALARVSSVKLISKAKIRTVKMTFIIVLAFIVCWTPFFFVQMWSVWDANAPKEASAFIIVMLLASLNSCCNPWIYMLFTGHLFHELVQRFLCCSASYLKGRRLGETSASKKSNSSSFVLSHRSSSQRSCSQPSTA
OXTR potentiator = potentiators of human oxytocin receptor | CHO-OTR cells, Fluo-8 calcium fluorescence, potentiator mode; 0% = oxytocin EC15, 100% = EC100 | activation, % at 3 µM | 320,000 compounds, 0.061% hits;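 active = activation above that plate's cutoff, the mean activation of tested compounds plus 3 SD, cut at about 6.6% in these data, passing the limit was not always enough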;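 note: 100% uses oxytocin at 75 nM as the full agonist control; some results filed as inactive read as strong as hits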
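assay system = CHO-OTR cells, human receptor | schedule = compound 6 min at room temperature before oxytocin, 100 s read | detection = Fluo-8 intracellular calcium fluorescence, ex 470-495, em 515-575 nm | evaluation = normalized max/min fluorescence ratio, % activation | control set = EC15 oxytocin alone as 0%, 75 nM oxytocin (EC100) as 100%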
TAAR1 ag = human TAAR1 agonism; Q96RJ0; CHO RD-HGA16 TAAR1, Fluo-8 calcium fluorescence; vehicle wells 0%, saturating PEA agonist 100%; activation, % at 3 µM; 360,000 compounds, 0.99% hits;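 active = activation above the mean activation of all test compounds in the run plus 3 SD, cut at about 38% in these data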
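Assay system: CHO-derived RD-HGA16 cells with stable Gα16 and human TAAR1; timing: 17-24 h seeding, 75 min 37 °C dye, 30 min RT; read-out: % activation from peak over basal fluorescence ratio, DMSO-to-PEA scaled; measured by: kinetic Fluo-8 calcium fluorescence; benchmarks: low control DMSO, high control PEA (EC100); doses: 3 µM single concentration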
M1 PAM = human CHRM1 positive allosteric modulation; P11229; CHO-K1 hM1, Fluo-8 calcium fluorescence, ACh EC20; 0% = ACh EC20, 100% = maximal ACh; activation, % at 3 µM; 360,000 compounds, 0.088% hits; in the data active = activation above about 19%, passing the limit was not always enough
Target sequence (P11229 whole entry, looked up): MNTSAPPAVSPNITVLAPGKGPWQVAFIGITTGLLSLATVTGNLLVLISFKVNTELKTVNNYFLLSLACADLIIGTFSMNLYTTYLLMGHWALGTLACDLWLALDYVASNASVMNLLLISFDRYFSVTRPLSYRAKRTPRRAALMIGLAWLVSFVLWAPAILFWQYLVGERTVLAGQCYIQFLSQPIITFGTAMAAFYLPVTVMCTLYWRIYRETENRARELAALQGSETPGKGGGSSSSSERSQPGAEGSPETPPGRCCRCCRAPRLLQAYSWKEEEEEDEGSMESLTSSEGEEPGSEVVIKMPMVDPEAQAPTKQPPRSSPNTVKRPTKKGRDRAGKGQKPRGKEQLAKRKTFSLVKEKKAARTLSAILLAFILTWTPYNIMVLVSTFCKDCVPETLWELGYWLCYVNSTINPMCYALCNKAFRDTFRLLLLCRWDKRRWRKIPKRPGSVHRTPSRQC
M1 antag = human CHRM1 antagonism | P11229 | CHO-K1 hM1, Fluo-8 calcium fluorescence, ACh EC80 antagonist | inhibition, % at 3 µM | 360,000 compounds, 1.3% hits;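 active = percent inhibition above its own plate's cutoff, namely the mean of that plate's compound wells plus 3 SD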;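 note: peak over basal fluorescence ratio during 140 s after agonist addition; 0% = ACh EC80 plus DMSO and 100% = DMSO alone without agonist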
M1 ag = agonists of human M1 muscarinic receptor. P11229. CHO-K1 hM1, Fluo-8 calcium fluorescence, agonist mode; 0% DMSO, 100% acetylcholine EC100. activation, % at 3 µM. 360,000 compounds, 0.33% hits. AID 588814;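 active = activation above the run's mean compound activation plus 3 SD, cut at about 16% in these data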;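 note: peak over basal fluorescence ratio within a 140 s kinetic read after compound addition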
V1aR counter = activates human V1a receptor in oxytocin agonist counter-screen. P37288. CHO-V1R cells, Fluo-8 calcium fluorescence, agonist mode; 0% DMSO, 100% 3 nM vasopressin. activation, % at 3 µM. 320,000 compounds, 0.25% hits. AID 2797;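 active = activation above the mean activation of all tested compounds plus 3 SD, per screening run, cut at about 20% in these data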;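 note: signal is peak over basal fluorescence ratio across a 100 second FLIPR read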
CHO parental Ca = counter-screen for OX1R antagonists: effect in parental CHO cells; parental CHO-K1, ATP-induced calcium, Fluo-8 fluorescence; inhibition, % at 5.6 µM; 330,000 compounds, 0.63% hits;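 active = inhibition above that plate's mean sample inhibition plus 3 SD, cut at about 26% in these data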;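 note: 0% = ATP-challenged DMSO wells and 100% = DMSO wells without ATP; some compounds past the cut are filed as inactive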
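Test system: untransfected parental CHO cell line. Compound: one dose, 5.6 µM nominal. Detection: intracellular calcium via Fluo-8 no-wash fluorescent dye. Measure: % inhibition. Benchmarks: ATP-challenged DMSO wells low, unchallenged DMSO wells high.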
Active calls of the source: *.

Screening CC1CC(C)CN(C(=O)c2ccc(N3CC4CC(C3)c3cccc(=O)n3C4)c([N+](=O)[O-])c2)C1 (configuration not stated) returned TAAR1 antag 8.6, OXTR agonist -2.0, OXTR potentiator -8.0, TAAR1 ag 1.2, M1 PAM 6.2, M1 antag -12.4, M1 ag -6.8, V1aR counter 0.7 and CHO parental Ca -14.7.
For COC(=O)c1ccc(C(=O)OCCCc2nc3ccc(N)cc3[nH]2)cc1 the results were TAAR1 antag -5.9, OXTR agonist -0.3, OXTR potentiator -4.4, TAAR1 ag -2.0, M1 PAM -2.7, M1 antag -0.9, M1 ag -5.8, V1aR counter -0.8 and CHO parental Ca -7.4.
`COc1ccc(-n2c(CNC(=O)COc3ccc(Cl)cc3)n[nH]c2=S)cc1` gave TAAR1 antag 22.1, OXTR agonist -0.6, OXTR potentiator -3.9, TAAR1 ag 2.6, M1 PAM -3.4, M1 antag 3.1, M1 ag -2.3, V1aR counter 0.3 and CHO parental Ca -2.4.
Nc1ccc2oc(-c3ccccc3Cl)cc(=O)c2c1O was read as TAAR1 antag -14.1, OXTR agonist -2.1, OXTR potentiator 6.4, TAAR1 ag 2.7, M1 PAM 2.8, M1 antag -1.0, M1 ag -10.9, V1aR counter -1.4 and CHO parental Ca -16.8.
For CC(NC(=O)c1ccc(S(=O)(=O)Nc2ccccc2)cc1)c1ccc(S(N)(=O)=O)cc1 (configuration not stated) the results were TAAR1 antag -4.5, OXTR agonist 0.6, OXTR potentiator -5.4, TAAR1 ag 1.7, M1 PAM 1.2, M1 antag -2.7, M1 ag -6.8, V1aR counter 0.2 and CHO parental Ca -5.5.
O=C(NCC(c1ccco1)N1CCN(c2ccccc2)CC1)C(=O)NC1CCCCC1 (configuration not stated) was read as TAAR1 antag -25.8, OXTR agonist -0.8, OXTR potentiator -7.1, TAAR1 ag 2.6, M1 PAM -2.9, M1 antag 9.7, M1 ag -3.1, V1aR counter 0.1 and CHO parental Ca -15.4.
`COc1ccc(C(=O)Nc2cc(S(=O)(=O)N3CCCCC3)ccc2C)cc1` gave TAAR1 antag 0.8, TAAR1 ag 2.7, M1 PAM 0.9, M1 antag -2.5 and M1 ag -3.0.
`CC1CN(C(=O)c2ccc(S(=O)(=O)Nc3cccc(C(F)(F)F)c3)cc2)CC(C)O1` (configuration not stated) gave TAAR1 antag 17.1, OXTR agonist 25.8*, OXTR potentiator -21.1, TAAR1 ag 58.9*, M1 PAM -4.9, M1 antag 10.0, M1 ag 24.8*, V1aR counter 21.4* and CHO parental Ca 12.1.
`Cn1cccc1/C=N/NC(=O)Cc1cccc2ccccc12` gave TAAR1 antag 10.8, OXTR agonist 12.0, OXTR potentiator -13.8, TAAR1 ag 5.8, M1 PAM -6.2, M1 antag 0.7, M1 ag 10.6, V1aR counter 10.8 and CHO parental Ca 0.2.
Screening O=C(N/N=C/c1c[nH]c2ccccc12)c1cc(-c2cccc3ccccc23)n[nH]1 returned TAAR1 antag 1.9, OXTR agonist -0.6, OXTR potentiator -14.0, TAAR1 ag 4.1, M1 PAM 5.6, M1 antag -1.7, M1 ag -6.7, V1aR counter 0.2 and CHO parental Ca -7.7.
CC1CCN(C(=O)CSc2nc3[nH]ncc3c(=O)[nH]2)CC1 was read as TAAR1 antag -15.4, OXTR agonist -0.3, OXTR potentiator -7.9, TAAR1 ag 6.3, M1 PAM 2.5, M1 antag -9.0, M1 ag 0.6, V1aR counter 1.8 and CHO parental Ca -0.1.
`CCCn1c(SCC(=O)NC2CCCCC2)nnc1-c1ccco1` gave TAAR1 antag 14.4, OXTR agonist 0.9, OXTR potentiator 4.4, TAAR1 ag -2.1, M1 PAM 7.0, M1 antag -7.9, M1 ag -3.3, V1aR counter -0.2 and CHO parental Ca -15.0.
`COc1cc(Cn2c(=O)c3c(OC)c(C)cnc3n(C)c2=O)cc(OC)c1` gave TAAR1 antag -1.5, OXTR agonist -0.2, OXTR potentiator -11.5, TAAR1 ag 1.7, M1 PAM 5.0, M1 antag -3.0, M1 ag -1.2, V1aR counter 0.5 and CHO parental Ca -17.2.
For CN1CCC(N(C)S(=O)(=O)c2ccc(C(C)(C)C)cc2)CC1 the results were TAAR1 antag -16.2, OXTR agonist 2.9, OXTR potentiator -13.9, TAAR1 ag 4.1, M1 PAM 15.5, M1 antag -9.3, M1 ag -7.2, V1aR counter 2.5 and CHO parental Ca -15.0.
CC(C)Nc1nc(NC(C)C)nc(OCCOC(=O)Nc2ccccc2)n1 was read as TAAR1 antag 3.6, OXTR agonist -1.7, OXTR potentiator -4.1, TAAR1 ag 29.2, M1 PAM -2.7, M1 antag 4.6, M1 ag -5.1, V1aR counter -1.1 and CHO parental Ca -17.8.

Among those listed so far, these contain an NH in an aromatic ring:
For COC(=O)c1ccc(C(=O)OCCCc2nc3ccc(N)cc3[nH]2)cc1 the results were TAAR1 antag -5.9, OXTR agonist -0.3, OXTR potentiator -4.4, TAAR1 ag -2.0, M1 PAM -2.7, M1 antag -0.9, M1 ag -5.8, V1aR counter -0.8 and CHO parental Ca -7.4.
`COc1ccc(-n2c(CNC(=O)COc3ccc(Cl)cc3)n[nH]c2=S)cc1` gave TAAR1 antag 22.1, OXTR agonist -0.6, OXTR potentiator -3.9, TAAR1 ag 2.6, M1 PAM -3.4, M1 antag 3.1, M1 ag -2.3, V1aR counter 0.3 and CHO parental Ca -2.4.
Screening O=C(N/N=C/c1c[nH]c2ccccc12)c1cc(-c2cccc3ccccc23)n[nH]1 returned TAAR1 antag 1.9, OXTR agonist -0.6, OXTR potentiator -14.0, TAAR1 ag 4.1, M1 PAM 5.6, M1 antag -1.7, M1 ag -6.7, V1aR counter 0.2 and CHO parental Ca -7.7.
CC1CCN(C(=O)CSc2nc3[nH]ncc3c(=O)[nH]2)CC1 was read as TAAR1 antag -15.4, OXTR agonist -0.3, OXTR potentiator -7.9, TAAR1 ag 6.3, M1 PAM 2.5, M1 antag -9.0, M1 ag 0.6, V1aR counter 1.8 and CHO parental Ca -0.1.

Further results follow.
`CCC(C(=O)Nc1ccc2c(c1)OCCO2)c1ccccc1` (configuration not stated) gave TAAR1 antag -10.7, OXTR agonist 0.4, OXTR potentiator 2.0, TAAR1 ag 16.7, M1 PAM 11.0, M1 antag -8.4, M1 ag -5.8, V1aR counter 1.1 and CHO parental Ca -14.5.
For O=C(CS(=O)(=O)c1c[nH]c2ccccc12)N1CCc2ccccc21 the results were TAAR1 antag -4.0, OXTR agonist 1.4, OXTR potentiator -1.6, TAAR1 ag 0.4, M1 PAM 9.3, M1 antag -14.2, M1 ag -4.1, V1aR counter 0.7 and CHO parental Ca -7.3.
`O=C(COC(=O)c1cccnc1)Nc1ccc(F)cc1` gave TAAR1 antag 5.4, OXTR agonist 1.9, OXTR potentiator -3.3, TAAR1 ag 1.9, M1 PAM 5.6, M1 antag -8.3, M1 ag -2.6, V1aR counter 1.7 and CHO parental Ca 2.6.
O=C(COc1ccc(F)cc1F)NNC(=O)Nc1cccc([N+](=O)[O-])c1 was read as TAAR1 antag 7.5, OXTR agonist -0.5, OXTR potentiator -4.2, TAAR1 ag 0.3, M1 PAM 6.0, M1 antag -5.3, M1 ag -3.9, V1aR counter 0.7 and CHO parental Ca -9.6.
`O=C(CCCn1c(=S)[nH]c2cc3c(cc2c1=O)OCO3)NCc1cccc(Cl)c1` gave TAAR1 antag -19.5, OXTR agonist -2.6, OXTR potentiator -9.8, TAAR1 ag 3.8, M1 PAM -0.2, M1 antag -1.2, M1 ag -2.7, V1aR counter -1.2 and CHO parental Ca -17.9.
Screening CC(=O)N1CCN(CC(O)COc2ccc(OCc3ccccc3)cc2)CC1 (configuration not stated) returned TAAR1 antag -10.4, OXTR agonist 4.9, OXTR potentiator -7.7, TAAR1 ag 7.2, M1 PAM -2.1, M1 antag 4.6, M1 ag -7.9, V1aR counter 2.8 and CHO parental Ca 2.8.
Cc1ccccc1Oc1ccc(S(=O)(=O)NCCC(=O)O)cc1 was read as TAAR1 antag -1.5, OXTR agonist 0.1, OXTR potentiator 0.0, TAAR1 ag 6.3, M1 PAM 8.4, M1 antag -7.9, M1 ag -0.2, V1aR counter 0.9 and CHO parental Ca -11.3.
For Cc1ccc(CNC(=O)C2CCCN(c3nn4c(=O)cc(C)nc4s3)C2)cc1 (configuration not stated) the results were TAAR1 antag 10.2, OXTR agonist -1.2, OXTR potentiator 11.5, TAAR1 ag 0.1, M1 PAM 0.1, M1 antag 7.4, M1 ag -4.5, V1aR counter -1.2 and CHO parental Ca -15.0.
For CSc1ccccc1C(=O)C1CCCN(S(=O)(=O)c2c(C)noc2C)C1 (configuration not stated) the results were TAAR1 antag 6.1, OXTR agonist -0.4, OXTR potentiator -6.7, TAAR1 ag -0.4, M1 PAM -1.8, M1 antag -10.0, M1 ag -12.4, V1aR counter 0.2 and CHO parental Ca -16.6.
Screening COC(=O)c1ccc(-c2nc(O)c3cnccn23)cc1 returned TAAR1 antag -2.7, OXTR agonist 0.6, OXTR potentiator -1.6, TAAR1 ag 17.2, M1 PAM 7.5, M1 antag -6.3, M1 ag -0.9, V1aR counter -0.5 and CHO parental Ca 1.4.
Screening CN(C)S(=O)(=O)c1cccc(C(=O)Nc2cc(S(=O)(=O)N3CCOCC3)ccc2O)c1 returned TAAR1 antag -32.6, TAAR1 ag 2.0, M1 PAM 3.9, M1 antag -8.1 and M1 ag -2.6.
`COCCC(=O)N1CCC(Oc2ccc(C(=O)NCc3ncc(C)[nH]3)cc2)CC1` gave TAAR1 antag -25.5, OXTR agonist 1.9, OXTR potentiator 1.4, TAAR1 ag 2.3, M1 PAM 10.8, M1 antag -5.5, M1 ag -3.0, V1aR counter 1.2 and CHO parental Ca -2.4.
Screening O=C(CSc1nc(O)c(C2CCCCC2)c(=O)[nH]1)Nc1ccc(F)cc1 returned TAAR1 antag -8.3, OXTR agonist 0.3, OXTR potentiator 0.7, TAAR1 ag 6.7, M1 PAM 8.8, M1 antag -10.5, M1 ag -3.2, V1aR counter 2.0 and CHO parental Ca -14.9.
For CC1(C)CC(n2c(NCCO)nc3c(c2=O)C2(CCCC2)Cc2ccccc2-3)CCO1 (configuration not stated) the results were TAAR1 antag 3.0, OXTR agonist 2.2, OXTR potentiator -2.8, TAAR1 ag 10.1, M1 PAM 6.9, M1 antag -7.3, M1 ag -1.9, V1aR counter 0.1 and CHO parental Ca -0.2.
